High-throughput results: PubChem, Vanderbilt High Throughput Screening Facility
Cav3 T inh: Cav3.2 calcium influx blockers – cell-based, Fluo-4 calcium fluorescence, FDSS, MLSMR library, primary screen | Voltage-dependent T-type calcium channel subunit alpha-1H (Homo sapiens), O95180 | Cav3.2-expressing cells; active compounds read low | B-score at 10 µM | actives 4% (n = 100,000) | AID 449739, 2010;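 active = single-dose well whose peak fluorescence ratio is a statistical outlier from its plate by either plate-standardised score or position-corrected B-score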
Target sequence (O95180 whole entry, looked up): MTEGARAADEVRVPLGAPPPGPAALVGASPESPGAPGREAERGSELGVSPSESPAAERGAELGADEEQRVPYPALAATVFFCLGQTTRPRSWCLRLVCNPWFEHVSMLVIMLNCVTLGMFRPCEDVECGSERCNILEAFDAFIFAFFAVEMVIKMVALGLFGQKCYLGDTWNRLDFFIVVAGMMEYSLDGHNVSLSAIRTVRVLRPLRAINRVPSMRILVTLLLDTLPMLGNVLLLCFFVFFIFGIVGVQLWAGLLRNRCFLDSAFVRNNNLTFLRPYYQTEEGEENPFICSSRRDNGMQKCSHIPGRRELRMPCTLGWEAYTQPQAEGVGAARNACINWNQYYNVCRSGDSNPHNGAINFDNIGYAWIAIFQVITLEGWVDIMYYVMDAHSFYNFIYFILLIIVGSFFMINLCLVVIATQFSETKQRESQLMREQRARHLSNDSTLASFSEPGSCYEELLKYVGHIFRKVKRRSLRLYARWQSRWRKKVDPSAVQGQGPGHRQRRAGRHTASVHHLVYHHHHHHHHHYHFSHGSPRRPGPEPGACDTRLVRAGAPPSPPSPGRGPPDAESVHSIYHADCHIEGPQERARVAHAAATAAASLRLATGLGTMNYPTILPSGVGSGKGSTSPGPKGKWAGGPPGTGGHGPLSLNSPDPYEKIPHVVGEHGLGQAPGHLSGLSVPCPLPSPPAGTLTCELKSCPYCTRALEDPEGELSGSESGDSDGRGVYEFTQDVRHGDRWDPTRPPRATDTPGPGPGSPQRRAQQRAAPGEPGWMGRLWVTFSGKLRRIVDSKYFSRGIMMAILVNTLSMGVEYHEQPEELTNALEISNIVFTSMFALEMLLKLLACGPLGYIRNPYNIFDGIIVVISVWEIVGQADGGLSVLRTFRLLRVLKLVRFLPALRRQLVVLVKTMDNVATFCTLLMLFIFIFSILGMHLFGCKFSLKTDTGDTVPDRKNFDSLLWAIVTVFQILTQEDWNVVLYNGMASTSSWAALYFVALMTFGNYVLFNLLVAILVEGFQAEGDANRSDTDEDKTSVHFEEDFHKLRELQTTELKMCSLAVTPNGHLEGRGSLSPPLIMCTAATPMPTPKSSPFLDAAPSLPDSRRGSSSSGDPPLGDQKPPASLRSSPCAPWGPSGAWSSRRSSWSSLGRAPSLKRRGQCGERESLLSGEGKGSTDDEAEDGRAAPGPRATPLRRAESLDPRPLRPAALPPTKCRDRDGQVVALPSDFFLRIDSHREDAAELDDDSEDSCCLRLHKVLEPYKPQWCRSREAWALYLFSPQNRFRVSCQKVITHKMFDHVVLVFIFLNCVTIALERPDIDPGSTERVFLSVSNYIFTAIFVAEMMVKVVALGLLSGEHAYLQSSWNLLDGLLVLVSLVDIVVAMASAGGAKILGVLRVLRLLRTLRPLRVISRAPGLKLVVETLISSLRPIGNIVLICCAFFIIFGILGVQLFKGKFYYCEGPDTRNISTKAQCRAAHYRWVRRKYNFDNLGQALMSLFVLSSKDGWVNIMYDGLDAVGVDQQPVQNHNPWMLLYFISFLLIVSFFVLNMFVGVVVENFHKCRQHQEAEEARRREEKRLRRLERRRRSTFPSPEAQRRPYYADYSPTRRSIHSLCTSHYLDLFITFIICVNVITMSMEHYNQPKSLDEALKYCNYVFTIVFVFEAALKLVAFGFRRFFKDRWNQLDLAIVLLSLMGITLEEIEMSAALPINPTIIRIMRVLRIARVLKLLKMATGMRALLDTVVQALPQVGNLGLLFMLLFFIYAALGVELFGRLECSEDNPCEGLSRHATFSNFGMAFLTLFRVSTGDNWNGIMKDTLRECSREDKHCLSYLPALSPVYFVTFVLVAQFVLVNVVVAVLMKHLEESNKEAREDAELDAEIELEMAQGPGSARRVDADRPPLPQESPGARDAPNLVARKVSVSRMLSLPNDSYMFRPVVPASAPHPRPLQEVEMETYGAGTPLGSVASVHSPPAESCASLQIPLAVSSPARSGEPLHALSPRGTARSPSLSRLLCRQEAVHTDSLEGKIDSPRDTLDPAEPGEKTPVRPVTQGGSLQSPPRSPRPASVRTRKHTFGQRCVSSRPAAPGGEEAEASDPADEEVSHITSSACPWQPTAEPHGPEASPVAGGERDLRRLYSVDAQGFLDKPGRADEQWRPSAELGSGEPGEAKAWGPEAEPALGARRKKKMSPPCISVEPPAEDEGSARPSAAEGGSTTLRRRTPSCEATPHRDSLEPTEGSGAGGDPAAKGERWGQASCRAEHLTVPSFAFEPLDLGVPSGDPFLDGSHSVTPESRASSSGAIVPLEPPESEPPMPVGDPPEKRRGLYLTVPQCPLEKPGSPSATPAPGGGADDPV
An asterisk follows results filed as active.

SMILES	Cav3 T inh
O=C1c2cc(Cl)ccc2OC2(CCNCC2)C12CC(c1ccccc1)=NO2 (stereo unspecified)	-0.326
Cc1ccc(Cn2c(=S)[nH]c3ccc(N4CCOCC4)cc3c2=O)o1	0.1
NC(=O)C1(N2CCCCC2)CCN(c2nc(-c3ccccc3)cs2)CC1	-0.32
COc1ccc(OCc2nnc(SCC(=O)N3c4ccccc4Sc4ccc(Cl)cc43)o2)cc1	-4.45*
CCC1CCCCN1CC(=O)c1c(C)[nH]c2ccccc12 (stereo unspecified)	0.112
CCc1nnc(NC(=O)CSc2nnc(C3CCCCC3)n2-c2cccc(Cl)c2)s1	-4.33*
Cc1ccc(-c2nnn(CC(=O)O)n2)cc1	-0.372
c1ccc(-c2noc(CSc3nnnn3-c3ccccc3)n2)cc1	-4.99*
CCOC(=O)CCSc1nc(-c2ccccc2)cc(C(F)(F)F)n1	-0.001
CCC(=O)NCCNC(=O)c1c(SC)nsc1SC	0.00299
CC(C)CCn1c(CN2CCOCC2)nc2c1c(=O)n(C)c(=O)n2C	1.11
O=C(NNC(=O)c1sccc1-n1cccc1)c1ccc(Cl)cc1	0.511
CCOC(=O)c1sc(C)c2c1NC1(CCCCCC1)NC2=O	1.19
Cc1cccc(C#N)c1NC1=CC(=O)CC(C)(C)C1	1.05
COc1cccc(-c2cc(C(=O)N3C(C)CCCC3C)no2)c1 (stereo unspecified)	-3.69
c1ccc(Cc2nn3c(COc4ccccc4)nnc3s2)cc1	-1.26
CC(C)C(C(=O)Nc1sc2c(c1C#N)CCCCC2)N1C(=O)c2ccccc2C1=O (stereo unspecified)	-8.73*
CCN(CC)CC(=O)n1c2c(c3ccccc31)CCCC2	-0.952
COc1ccc2c(c1)C(=O)OC2CC(=O)O (stereo unspecified)	-0.000155
CCSc1nnc(NC(=O)CSc2nccn2-c2cc(C)cc(C)c2)s1	-0.62

Brought forward from above: 5 entries, then new ones.
SMILES	Cav3 T inh
c1ccc(Cc2nn3c(COc4ccccc4)nnc3s2)cc1	-1.26
CC(C)C(C(=O)Nc1sc2c(c1C#N)CCCCC2)N1C(=O)c2ccccc2C1=O (stereo unspecified)	-8.73*
CCN(CC)CC(=O)n1c2c(c3ccccc31)CCCC2	-0.952
COc1ccc2c(c1)C(=O)OC2CC(=O)O (stereo unspecified)	-0.000155
CCSc1nnc(NC(=O)CSc2nccn2-c2cc(C)cc(C)c2)s1	-0.62
CC1CC(C)CN(C(=O)COC(=O)c2ccc[nH]c2=O)C1 (stereo unspecified)	0.0633
O=C1N(CN2CCC3(CC2)OCCO3)c2ccccc2C12OCCCO2	0.53
Cc1noc(C)c1COc1cccc(C(=O)Nc2ccc(C#N)cc2)c1	-1.06
Nc1nc(Br)c2c(F)cccc2c1-c1ccc(F)cc1	-1.38
Cc1csc(Nc2ccccc2C(F)(F)F)n1	-0.988
Cc1ccc(C)c(S(=O)(=O)c2c(N)n(/N=C/c3ccco3)c3nc4ccccc4nc23)c1	0.655
CCOC(=O)c1c(NC(=O)CSc2nnc(-c3c[nH]c4ccccc34)n2CC)sc2c1CCCC2	-1.49
CCN1CCc2nc(NC(=O)C(c3ccccc3)c3ccccc3)sc2C1	-0.717
O=C(c1ccc(Cl)cc1)N(Cc1cccs1)C1CCS(=O)(=O)C1 (stereo unspecified)	-0.281
CCSC1=NCN(CCCC(=O)O)CN1	-0.182
Cc1nn2c3c(cnc2c1-c1ccccc1)C(=O)CCC3	0.379
CCCNC(=S)N1CCC(c2nc3cc(C)c(C)cc3[nH]2)CC1	-0.441
CCOC(=O)c1c(C)nc2c(c1C)c(=O)oc1ccccc12	-1.85
O=C(Cn1nnc(-c2ccccc2)n1)OCc1csc(-c2ccccc2)n1	-0.372
CN(CC1COc2ccccc2O1)C(=S)Nc1ccccc1 (stereo unspecified)	-3.97
Cc1ccc(NC(=O)COn2nnc3ccc(S(=O)(=O)N(C)C)cc32)cc1F	-0.351
CNS(=O)(=O)c1ccc(NC(=O)C(CCSC)NC(N)=O)cc1 (stereo unspecified)	0.886
COc1ccc(C2CC(c3ccc(OC)cc3)n3nc(N)nc3N2)cc1 (stereo unspecified)	1.41
COC(=O)c1cn(C(=O)c2cccs2)c2ccccc12	-1.03
O=C1CC(c2ccccc2)CC(O)=C1C=NCCN1CCNCC1 (stereo unspecified)	-0.413
CCC(C)C(NC(=O)c1ccc(Cl)cc1)C(=O)O (stereo unspecified)	-0.196
CCn1cc(C(=O)OC(C)C(=O)Nc2c(C)n(C)n(-c3ccccc3)c2=O)c(=O)c2ccc(C)nc21 (stereo unspecified)	0.612
O=C(NCc1ccc(F)cc1)C1CCC(=O)N1C1CCCCC1 (stereo unspecified)	0.00185
N#CC1=C(N)Oc2cc(N)ccc2C1c1ccc(F)cc1 (stereo unspecified)	-3.5
O=C(Nc1ccccc1)NC1CCN(CCCN2C(=O)c3ccccc3C2=O)CC1	1.08
CC(C)C(NC(=O)c1ccc(S(=O)(=O)N2CCOCC2)cc1)c1nc2ccccc2[nH]1 (stereo unspecified)	0.398
CCCCN(CCCC)CCCNC(=O)C1CC(c2ccc(C(F)(F)F)cc2)=NO1 (stereo unspecified)	-1.09
Cc1nc(NCCO)c(C#N)c2c1COC(C)(C)C2	0.708
CCCN1Cc2cccc(C(=O)NCc3ccc4c(c3)OCO4)c2C1=O	-0.204
CCC(CC)C(=O)Nc1cccc(C(=O)Nc2ccc(S(=O)(=O)Nc3ccc(C)cc3)cc2)c1	-2.42
CC(=O)Nc1ccccc1NC(=O)CC(C)(C)C	-0.5
CCOC(=O)c1ccc(Nc2nnc3nc(C)cc(C)n23)cc1	0.446
Cc1nn(Cc2ccc(Cl)cc2Cl)c(C)c1NC(=O)c1sc2ccccc2c1Cl	-0.924
O=C1Nc2ccccc2C1=Nc1ccc(-c2nnc3n2CCCCC3)cc1	0.72
COc1nc(-c2ccc3c(c2)OCO3)n(-c2ccc(NC(=O)CSc3ccccc3)cc2)n1	-0.0332
Cc1ccc(-c2nnn(CC(=O)N(c3ccc(F)cc3)C(C(=O)NC3CCCC3)c3ccco3)n2)o1 (stereo unspecified)	0.04
O=C(Nc1cccc2ccccc12)C12CC3CC(C1)CC(n1cnc([N+](=O)[O-])n1)(C3)C2	-4.75
O=C(COC(=O)c1ccccn1)Nc1ncc(C(F)(F)F)cc1Cl	0.409
CCCCn1c(NCCN(C)C)nc2c1c(=O)[nH]c(=O)n2C	0.731
Nc1nc(N)nc(-c2ccc(Oc3ccccc3)cc2)n1	-0.0273

Structural class, those above containing a furan ring, fused or not (3)
SMILES	Cav3 T inh
Cc1ccc(Cn2c(=S)[nH]c3ccc(N4CCOCC4)cc3c2=O)o1	0.1
Cc1ccc(C)c(S(=O)(=O)c2c(N)n(/N=C/c3ccco3)c3nc4ccccc4nc23)c1	0.655
Cc1ccc(-c2nnn(CC(=O)N(c3ccc(F)cc3)C(C(=O)NC3CCCC3)c3ccco3)n2)o1 (stereo unspecified)	0.04

Arranged by the number under Cav3 T inh (falling): some entries from above
mol	Cav3 T inh
CCOC(=O)c1ccc(Nc2nnc3nc(C)cc(C)n23)cc1	0.446
Nc1nc(N)nc(-c2ccc(Oc3ccccc3)cc2)n1	-0.0273
CC(=O)Nc1ccccc1NC(=O)CC(C)(C)C	-0.5
O=C(Nc1cccc2ccccc12)C12CC3CC(C1)CC(n1cnc([N+](=O)[O-])n1)(C3)C2	-4.75

The list continues:
smiles,Cav3 T inh
CCS(=O)(=O)NCCc1cc2cc(C)c(C)cc2[nH]c1=O,-0.0932
COCCNC(=O)Nc1ccc2nc(-c3cccs3)c(-c3cccs3)nc2c1,-2.36
Cc1cc2cc(CN(Cc3ccco3)C(=O)NCc3ccccc3)c(=O)[nH]c2cc1C,-7.36*
Cc1ccc(/C(N)=N/OC(=O)Cc2cccs2)cc1,-0.228
COc1ccc(/C=C/c2ccccc2)cc1[C@H]1[C@@H]2C=CCC[C@@]2(C)C(=O)N1Cc1ccccc1,-0.439
O=C(COc1ccc(S(=O)(=O)NC2CCCCC2)cc1Cl)N1CCN(c2ccccc2)CC1,-3.29
CC(C)C[C@@H]1NC(=O)[C@H](CO)NC(=O)c2cc([N+](=O)[O-])cc(I)c2OCC[C@@H](C(N)=O)NC1=O,-0.00174
O=C(CCCC1=NS(=O)(=O)c2ccccc2N1)N1CCN(c2ccccc2)CC1,0.6
COc1ccc(/C=C/C(=O)OC(C)CN2CCOCC2)cc1 (stereo unspecified),0.795
O=C(CN(C(=O)C1CSC(=O)C1)c1ccccc1F)NCc1ccc2c(c1)OCO2 (stereo unspecified),-3.77*
CCCCN(CC)S(=O)(=O)c1ccc2c(c1)CCCN2C(C)=O,0.891
N#C/C(=C(/O)CN1CCN(c2ccccc2F)CC1)c1nc(-c2ccccc2)cs1,-1.17
Cc1ccccc1-n1c(Cn2c(=O)sc3ccccc32)nnc1SCC(=O)N1CCOCC1,1.05
NC(=O)C1CCCN(Cc2ccc(Cl)cc2)C1 (stereo unspecified),0.624
C/C=C/c1ccccc1OCc1ccc(C(=O)O)o1,0.465
c1ccc(C2OC3c4cccc5cccc(c45)C3N2c2ccccc2)cc1 (stereo unspecified),-2.67
c1ccc(Cc2nnc3sc(Nc4ccccc4)nn23)cc1,-1.31
CC(=O)C1=C(O)C(=O)N(c2ccc(C(=O)O)cc2)C1c1ccccc1 (stereo unspecified),0.348
CCC(C)NC(=O)CCNS(=O)(=O)c1ccc(Br)cc1 (stereo unspecified),0.696
O=C(CCS(=O)(=O)c1cccc2nonc12)N1CCOCC1,1.55
CC1CCN(C(=S)c2ccc(O)cc2)CC1,1.51
O=S(=O)(Nc1nc2ccc(S(=O)(=O)N3CCCCC3)cc2s1)c1ccccc1,-3.34
Cc1ccc(NS(=O)(=O)c2ccc(NC(=O)c3ccc(Br)o3)cc2)c(C)c1,-2.14
COc1ccc(Cn2c(=O)[nH]c3cc(C(=O)N4CCN(Cc5ccccc5)CC4)ccc3c2=O)cc1,-7.55*
O=[N+]([O-])c1ccc(N2N=C(c3ccco3)CC2c2ccccc2)cc1 (stereo unspecified),-5.01*
Cc1ccc(C(=O)NC2CCCc3ccccc32)o1 (stereo unspecified),0.638
CCOc1ccc(OCC)c(NC(=O)CCn2cccc2)c1,0.299
COCCN1C(=O)C(=O)/C(=C(/O)c2cccc(OC)c2)C1c1ccncc1 (stereo unspecified),-0.267
CCn1c(SCC(=O)Nc2cc(C)on2)nnc1-c1cccs1,0.46
Cc1ccc(Nc2nc(N3CCOCC3)c3ccccc3n2)cc1,-0.188
CSC1=NCCN1C(=O)c1cccs1,-0.0198
CC(=O)C1=C(O)C(=O)N(Cc2cccnc2)C1c1ccc(Cl)cc1Cl (stereo unspecified),0.0667
CS(=O)(=O)N1CCC(C(=O)NCc2ccncc2)CC1,0.284
CC(C)Nc1c(N)c(=O)oc2ccccc12,0.216
Cc1ccc(-c2nn3c(C)nnc3c3ccccc23)cc1S(=O)(=O)NCc1ccccc1,-0.0149
C=C1C(=O)C=C2CN(C(=O)c3ccccc3)[C@@](Cc3ccc(F)cc3)(C(=O)OC)[C@@H]12,0.0328
CC1CCN(CCCNC(=O)C2CC(=O)N(C3CCCCCC3)C2)CC1 (stereo unspecified),1.29
CCCCc1c(C)c(C#N)c2nc3ccccc3n2c1Nc1c(C)n(C)n(-c2ccccc2)c1=O,-0.0105
COc1cc(OC)c(N2CC34C=CC(O3)C(C(=O)O)C4C2=O)cc1Cl (stereo unspecified),-0.213
Cc1ccc2c(CC(=O)NCc3ccc4c(c3)OCO4)coc2c1,-4.63*
COc1ccc(NC(=O)CN2c3cccc4cccc(c34)S2(=O)=O)c(OC)c1,0.43
Cc1ccc(/C=C(/C#N)C(=O)NC(=O)Oc2ccccc2)cc1,0.245
C=CCOc1ccc(/C(O)=C2/C(=O)C(=O)N(CCCN3CCOCC3)C2c2ccc(OC)cc2)cc1 (stereo unspecified),-0.101
CNc1c([N+](=O)[O-])ncn1C,0.572
O=C(NCc1ccc2c(c1)OCO2)C1CCCN(S(=O)(=O)c2cccc3nonc23)C1 (stereo unspecified),-0.0131
CCOc1ccccc1N1CCN(CC(=O)Nc2nnc(CC)s2)CC1,-0.0311
COc1cc(O)c(C(CCN2CCCCC2)c2ccc(N(C)C)cc2)c(OC)c1 (stereo unspecified),1.12
COC(=O)C1=C(C)NC(=O)CC1c1cc(Br)ccc1F (stereo unspecified),-0.0294
COc1ccc(S(=O)(=O)N(Cc2nc3ccccc3c(=O)[nH]2)C2CCCC2)cc1,-1.04
CC(C)Sc1oc(-c2ccco2)nc1S(=O)(=O)c1ccccc1,-3.36
O=C(CSc1nnc(CNc2ccccc2)o1)N1CCN(C(=O)c2ccco2)CC1,-0.545
CCC(C(=O)NC1CCCC1)n1c(SCc2cccc(C)c2)nc2ccncc21 (stereo unspecified),-2.55
Cc1cc(C)n(-c2nnc(C)n2/N=C/c2cc(Br)ccc2OCc2ccccc2)n1,-6.9*
CC(=O)C1=NN(c2ccccc2)C(c2cccs2)N1c1ccc(N(C)C)cc1 (stereo unspecified),-2.98
CCCOc1ccccc1-c1nc2c([nH]1)c(=O)[nH]c(=O)n2C,0.462
CCOP(=O)(O)c1ccccc1OCCOc1ccccc1P(=O)(O)OCC,0.197
Cc1ccc(S(=O)(=O)c2nc(NC3CCS(=O)(=O)C3)sc2Cl)cc1 (stereo unspecified),0.415
CC(C)N(C(=O)CSc1nc2ccccc2n1-c1ccccc1)C(C)C,-2.16
CCN1CCN(C(=S)c2ccc(SC)cc2)CC1,-0.0611
CCCC1=C(C(=O)OCC)C(c2ccccc2OC)NC(=O)N1 (stereo unspecified),0.109
Cc1ccc(NC(=O)c2cccs2)cc1NC(=O)c1ccco1,0.724

A portion of the library; rates above refer to the full screens.
